HDAC3 inhib = blocks human histone deacetylase 3 | AID 2718 | inhibition, % at 8.3 µM | recombinant HDAC3, fluorogenic peptide/trypsin coupled, fluorescence | 320,000 tested, 0.15% active | O15379; in the data active means inhibition above about 26%, passing the limit was not always enough; inconclusive means no clear call, values can overlap the other calls
GSK3 alpha inh = blocks human GSK-3 alpha kinase; ADP-Glo luminescence, 60 min; AID 2650; 320,000 tested, 0.1% active; P49840; inhibition, % at 10 µM;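 in the data active means inhibition above about 50%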;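 further: GST-tagged GSK-3 alpha with peptide substrate and 25 µM ATP; 0% = DMSO neutral wells and 100% = GW8510 positive control wells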
Target sequence (P49840 whole entry, looked up): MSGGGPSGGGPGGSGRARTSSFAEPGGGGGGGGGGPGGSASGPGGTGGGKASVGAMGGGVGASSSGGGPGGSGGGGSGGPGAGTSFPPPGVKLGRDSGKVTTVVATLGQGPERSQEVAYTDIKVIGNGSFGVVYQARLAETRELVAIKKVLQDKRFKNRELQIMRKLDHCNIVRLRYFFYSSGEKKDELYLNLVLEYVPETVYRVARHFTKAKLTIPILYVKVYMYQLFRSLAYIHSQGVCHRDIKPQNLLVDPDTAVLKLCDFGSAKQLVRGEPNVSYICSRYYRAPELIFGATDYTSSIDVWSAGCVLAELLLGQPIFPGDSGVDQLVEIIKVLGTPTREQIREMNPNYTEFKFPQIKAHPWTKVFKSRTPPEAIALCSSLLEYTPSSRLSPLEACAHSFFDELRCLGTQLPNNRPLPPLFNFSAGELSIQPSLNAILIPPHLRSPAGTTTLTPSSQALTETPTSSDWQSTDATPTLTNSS
Platelet DG rel = platelet dense granule release activity; inhibition, %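 (compounds screened at 7.5 µM in platelet-rich plasma)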; human platelet-rich plasma, SFLLRN dense granule ATP release, luminescence; 300,000 tested, 0.22% active;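 active means mean replicate score, as percent of positive control, at or above 50; inconclusive means mean below 50 but at least one replicate at or above 50; inactive means mean and every replicate below 50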
HSP90 inh = inhibitors of HSP90 luciferase refolding in rabbit reticulocyte lysate | inhibition, % at 5.6 µM | AID 1789 | 290,000 tested, 0.91% active | luciferase refolding luminescence, 3 h;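 active means inhibition above the screen-wide mean plus 3 SD, computed separately per campaign, cut at about 16% in these data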;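 further: 0% = DMSO wells and 100% = 60 µM geldanamycin wells; inhibitors lower the luminescence because luciferase stays unfolded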
HSF1 inhib = HSF1 inhibition; AID 2098; activity change, negative = inhibition, % at 7.5 µM (by protocol); 300,000 tested, 0.77% active; NIH3T3-HGL HSE-luciferase, MG132-induced, luminescence 8 h; stronger effect = lower value;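 active means more than half of replicate wells show activity change below -50%, luminescence cut by over half; inconclusive means some wells, but at most half, below -50%; inactive means no replicate well below -50%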;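 further: luciferase reports HSF-1 transcriptional activity via heat shock element; 0% = median of DMSO wells and -100% = zero luminescence signal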
GSK3beta inhib = blocks human GSK3beta kinase activity | P49841 | GST-GSK3beta kinase, ADP-Glo luminescence, 60 min; stronger effect = lower value | activity score (negative = inhibition), % at 10 µM | 300,000 tested, 0.038% active;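 active means more than half of replicate wells score below -50%, meaning over 50% inhibition versus plate controls; inconclusive means some replicates but at most half score below -50%; inactive means no replicate scores below -50%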;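 further: 0% = median DMSO wells and -100% = median GW8510 positive control wells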
Target sequence (P49841 whole entry, looked up): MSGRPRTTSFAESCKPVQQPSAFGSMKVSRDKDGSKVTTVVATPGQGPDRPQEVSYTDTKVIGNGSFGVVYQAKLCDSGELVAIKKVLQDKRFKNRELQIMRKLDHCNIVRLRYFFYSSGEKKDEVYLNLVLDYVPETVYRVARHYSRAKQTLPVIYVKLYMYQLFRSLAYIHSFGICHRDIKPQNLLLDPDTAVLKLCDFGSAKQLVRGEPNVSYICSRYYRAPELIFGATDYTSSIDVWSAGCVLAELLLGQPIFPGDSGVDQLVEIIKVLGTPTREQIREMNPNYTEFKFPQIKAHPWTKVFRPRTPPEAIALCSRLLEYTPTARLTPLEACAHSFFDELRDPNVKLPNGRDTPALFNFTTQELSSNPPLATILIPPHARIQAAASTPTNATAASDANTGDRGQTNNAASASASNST
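test system = GST-tagged human GSK3beta kinase, cell-free | reagent = 25 µM ATP with peptide substrate | dosing = one dose of 10 µM per compound | schedule = 60 min reaction, RT | detection = luminescent ADP-Glo measurement of ADP formed | control set = DMSO neutral wells and GW8510 at 20 µM as positive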
HSF-1 act = increases HSF-1 driven luciferase reporter signal. NIH3T3-HGL HSF-1 luciferase reporter, MG132, 8 h; 100% = twice DMSO control signal. activation, % at 9 µM. 300,000 tested, 1.7% active;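 active means mean replicate activation of at least 50% with a set share of replicates each reaching 50%; inconclusive means only one of those two conditions met; inactive means mean below 50% and too few replicates reaching it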;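 further: 0% = median of the neutral control wells and 100% = twice that signal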
PolyA inh = blocks polyadenylation in yeast reporter cells. S. cerevisiae SKY197-pL101 polyadenylation reporter, beta-gal luminescence; efflux-impaired pdr1/pdr3 knockout yeast; score 100 = 6 SD above DMSO. calls only at 12 µM. 300,000 tested, 0.02% active;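 active means lowest replicate activity score at least 50, where 100 means six control SD above control mean; inconclusive means lowest score under 50 but half or more replicates reach 50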;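 further: yeast exposed to compound for 9 h at 30 °C; higher score means more reporter readthrough which indicates perturbed polyadenylation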
AI-2 QS modul = modulators of Vibrio harveyi AI-2 quorum sensing system | activity change, % at 7.5 µM | 300,000 tested, 0.4% active | Vibrio harveyi JMH597 AI-2 luminescence/OD600 ratio, 9 h; stronger effect = lower value; strain lacks LuxN and CqsS sensors; 0 = neutral-control median | AID 2094; in the data active means activity change below about -75%, passing the limit was not always enough; inconclusive means no clear call, values can overlap the other calls;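 further: luminescence divided by OD600 gain over 9 h not by final OD600 alone; inactives centre near 13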
DYRK1A inh = blocks rat Dyrk1A kinase activity. inhibition, % at 12.5 µM. ADP-Glo luminescence, NFATc1 peptide. AID 504441. 310,000 tested, 0.43% active; in the data active means inhibition above about 50%;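 further: plate controls were vehicle with enzyme for no effect and no enzyme for full effect; many of its hits are not listed in these tables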
An asterisk follows results filed as active; i = inactive; u = inconclusive; x = not tested or not shown. Only part of the results is shown; the hit share may differ from the screen's.

SMILES | HDAC3 inhib | GSK3 alpha inh | Platelet DG rel | HSP90 inh | HSF1 inhib | GSK3beta inhib | HSF-1 act | PolyA inh | AI-2 QS modul | DYRK1A inh
CC(CCC(=O)O)C1CC[C@H]2C3CCC4CC(=O)CCC4(C)[C@H]3CC(=O)C12C (some centres undefined) | -2 | 10 | 0 | 3 | 13 | 2 | 58* | i | 44 | 2
CCCCCCCCN1[C@@H](CC(=O)O)c2cc(F)ccc2S1(=O)=O | -7 | -6 | 1 | x | 23 | 0 | 44 | i | 28 | -1
O=C(O)c1cccc(N2CCCCS2(=O)=O)c1 | 3 | -2 | 1 | 2 | 6 | -2 | 2 | i | -1 | 1
CCOc1ccc(Nc2ccc3nonc3c2[N+](=O)[O-])cc1 | 3 | -2 | -4 | -5 | -2 | -2 | -15 | i | -6 | x
COc1ccccc1OCc1cc(C(=O)NCCN2CCCC(O)C2)no1 (centres undefined) | -6 | 0 | 2 | 7 | -3 | -3 | 12 | i | 20 | 6
O=C(COC(=O)c1cccnc1)c1ccc(Cl)cc1 | -1 | -1 | 4 | 0 | 9 | 2 | 1 | i | 10 | 5
O=C(CSC1=NS(=O)(=O)c2cc(F)ccc2N1)Nc1cccc(F)c1 | 0 | -5 | -1 | x | -7 | -2 | -5 | i | 4 | -2
CCc1sc(C(=O)Nc2ccsc2C(=O)OC)cc1Br | -3 | -6 | 6 | x | 0 | -2 | -3 | i | 16 | -7
Cc1cc(C(=O)Cn2cnc3cc([N+](=O)[O-])ccc3c2=O)c(C)n1CC1CCCO1 (centres undefined) | u | 3 | 5 | -7 | 4 | 1 | 8 | i | 12 | 8
CNC(=S)NNC(=O)c1ccccc1Cl | -11 | -2 | 23 | 0 | -4 | 0 | -12 | i | 14 | x
COc1ccccc1CNC(=O)Cn1cc([N+](=O)[O-])ccc1=O | -4 | -3 | 20 | -2 | -4 | 0 | 1 | i | 18 | 0
CC(CCc1ccccc1)NC(=O)c1ccc(NC(=O)c2cccc(Br)c2)cc1 (centres undefined) | -1 | -4 | -11 | -1 | 5 | 5 | 32 | i | 6 | 2
O=C(/C=C/c1ccc2c(c1)OCO2)c1ccc[nH]1 | -6 | 3 | 16 | 7 | 26 | -4 | 62* | i | -3 | 26
Cc1ccc(OCC(=O)NCCNC(=O)c2cnccn2)cc1C | x | x | -17 | -3 | 5 | -3 | 10 | i | 0 | 3
Nc1ccccc1Sc1nc2ccccc2[nH]1 | -1 | 1 | 0 | 1 | 2 | 3 | -5 | i | 61 | 3
O=C1Cc2ccccc2C(c2ccc(Br)cc2)N1 (centres undefined) | 3 | 0 | -3 | 2 | 4 | 0 | 15 | i | -9 | 4
CCC(=O)Nc1cccc(-c2csc(-c3ccccc3)n2)c1 | 9 | 0 | 1 | -1 | 21 | 1 | 40 | i | -27 | -10
Clc1ccc2ncc(-c3nnnn3-c3ccccc3)c(-c3ccccc3)c2c1 | 3 | -2 | -3 | 0 | -3 | 1 | -1 | i | 4 | 4
COc1cccc(OC)c1C(=O)NCCOc1cc(C)cc(C)c1 | -9 | -1 | -6 | -4 | -2 | 2 | -11 | i | 22 | 12
CN1CCC(=O)N([C@H](CN=[N+]=[N-])Cc2ccccc2)CC1 | 0 | -4 | 3 | 1 | 4 | -1 | 11 | i | -2 | 0
CC(NC(=O)CCCc1nnc2n(C)c(=O)c3sccc3n12)c1ccccc1 (centres undefined) | -2 | 0 | 3 | -6 | -2 | 0 | 1 | i | 31 | x
COc1cccc(C(=O)NC(=S)N2CCN(c3ccc(C(F)(F)F)cc3[N+](=O)[O-])CC2)c1 | 5 | -1 | -8 | -2 | -4 | 2 | 21 | i | 21 | 0
COC(=O)CCC(=O)Nc1c(C)n(C)n(-c2ccccc2)c1=O | 8 | -1 | 0 | 4 | -1 | 3 | -5 | i | 35 | 1
N#Cc1cnc(NN)nc1 | 0 | 16 | 11 | 0 | 5 | -3 | -5 | i | 30 | x
CCN(CC)CCCNC(=O)c1ccc(OCC(=O)Nc2ccccc2C(F)(F)F)c(OC)c1 | 0 | 2 | -1 | -1 | 1 | -4 | -1 | i | 12 | 11
O=S(=O)(c1ccccc1)N1CCNCC1 | -2 | -1 | -18 | x | 0 | -1 | -11 | i | 7 | x
O=C(COc1ccccc1Cl)NCCCNC(=O)c1ccncc1 | 3 | -1 | 8 | -2 | -8 | 5 | 6 | i | 3 | 0
CCNc1nc(Cl)nc(N(NC(C)=O)C(C)C)n1 | -2 | 0 | -12 | -2 | -3 | 6 | 6 | i | 21 | -2
CC(=O)c1cccc(N/C=C\C(=O)c2ccc(C)cc2)c1 | 3 | -1 | -1 | 2 | -1 | 5 | 40 | i | 17 | 0
O=[N+]([O-])c1cccc(C(=Nc2cccc(Cl)c2)NO)c1 | 0 | 5 | -2 | 2 | 5 | -5 | -3 | i | -44 | 22
COc1ccc(C(=O)N[C@H](C(=O)Nc2nc3ccccc3[nH]2)C(C)C)cc1 | 5 | -3 | -4 | 5 | 1 | 1 | 34 | i | 9 | x
CCOC(=O)C1(Cc2ccccc2C(F)(F)F)CCN(C2CCC2)CC1 | -4 | -3 | -2 | -2 | -2 | 6 | 15 | i | 21 | 0
O=C(O)/C=C/c1cnc2ccccc2n1 | 4 | -1 | 2 | 4 | -8 | 5 | -14 | i | 21 | 9
COc1ccc(NC(=O)C2CC3CCC2C3)c(OC)c1 (centres undefined) | 5 | -1 | -26 | x | -2 | -1 | -1 | i | 21 | x
CCOc1ccccc1-n1cnc(C#N)c1N | -2 | -2 | 3 | -4 | -11 | 1 | -8 | i | 6 | -1
CSc1nc(C)c2cc(C)oc2n1 | -5 | 4 | -6 | 5 | -7 | -2 | 0 | i | 31 | -2
COc1cccc(CNC(=O)C2CCN(c3ncnc4c3nc3n4CCCCC3)CC2)c1 | -2 | 0 | 6 | -2 | -1 | 2 | 5 | i | 15 | -3
CCOc1ccc(OCc2ccc(C(=O)NN)o2)cc1 | -5 | -1 | 8 | 16* | 8 | 1 | 24 | i | 16 | x
COCCN1C(=O)C(=O)/C(=C(/O)c2ccc(S(=O)(=O)N3CCOCC3)cc2)C1c1cccc(OC)c1 (centres undefined) | 12 | -2 | 3 | -7 | -4 | -3 | 2 | i | 30 | -4
CCn1cc([N+](=O)[O-])c(C(=O)Nc2nc(-c3ccc(C)c(C)c3)c(C)s2)n1 | 9 | 1 | -1 | 1 | 39 | 1 | 61* | i | 18 | -1
COc1ccc(OCC(=O)N2CCN(S(=O)(=O)c3ccc(Cl)cc3)CC2)cc1 | 13 | -3 | 13 | -2 | 3 | 1 | 9 | i | 5 | 5
Cc1c(NC(=S)Nc2ccccc2C(F)(F)F)cccc1[N+](=O)[O-] | 4 | -2 | 0 | -2 | 4 | -2 | 13 | i | 1 | 2
Cc1cc(C)n2nc(SCc3ccccc3F)nc2n1 | 4 | -2 | 1 | -2 | -10 | 1 | 18 | i | 38 | -2
CCOC(=O)c1c(C2CC2)csc1NC(=O)COC(=O)c1cc(OC)c(OC)cc1[N+](=O)[O-] | 4 | x | -1 | 5 | -6 | -1 | -6 | i | 16 | -18
CCOCCCNC(=S)N1CCC(NC(=O)c2ccco2)CC1 | 0 | -3 | 6 | -3 | -5 | 2 | -5 | i | 15 | x
COC(C[C@@H]1O[C@@H]1[C@@H](O)[C@@H](C)OCc1ccccc1)OC | x | x | 15 | x | -4 | 12 | 6 | i | 10 | 5
CCN(CC)c1ccc(/C=N/N2CCN(Cc3ccc(C)cc3)CC2)c(O)c1 | 1 | -1 | -5 | -4 | 4 | 1 | 24 | i | 5 | 1
O=C(Nc1nnc(-c2ccco2)o1)c1ccc(N2C(=O)CCC2=O)cc1 | 11 | -2 | -19 | 2 | -15 | 1 | -9 | i | 13 | -3
COC(OC)c1ccnc(-c2ccc(OC(=O)c3ccc(F)cc3)cc2)n1 | 8 | 0 | -3 | -1 | 4 | 2 | -8 | i | -13 | 0
COc1ccccc1Cn1c(=O)c2ccccc2n2c(Sc3ncnc4sccc34)nnc12 | 0 | 0 | 1 | 0 | 16 | 3 | 21 | i | 23 | -8
COc1ccc2cc(CN(Cc3ccco3)C(c3nnnn3C3CCCCC3)C(C)C)c(=O)[nH]c2c1 (centres undefined) | 0 | 1 | 2 | 0 | 27 | 0 | 70* | i | 28 | 8
Cc1cccc(NC(=O)c2cc(S(=O)(=O)N3CCc4ccccc43)cn2C)c1 | -6 | -3 | 0 | 0 | 6 | 3 | 6 | i | 16 | 3
O=C(NCc1cccnc1)C(=O)Nc1ccc2c(c1)OCO2 | 11 | -3 | 3 | 5 | -2 | 1 | 26 | i | 12 | -5
CC(C)CN(CC(C)C)C(=O)Nc1ccccc1F | -4 | -2 | 4 | -3 | 4 | -1 | 41 | i | 9 | -6
CNC(=O)COC(=O)c1c2c(nc3ccccc13)CCC2 | -7 | 2 | 1 | 5 | 2 | -1 | 0 | i | 36 | 0
CCOC(=O)c1ccc2ncc(C(=O)OCC)c(NCc3ccco3)c2c1 | -9 | 3 | -7 | 0 | -3 | -1 | 0 | i | -18 | 50
CCOC(=O)c1ccc(NC(=O)CC2COc3ccccc3O2)cc1 (centres undefined) | 4 | -2 | -3 | 1 | -81* | -1 | -85 | i | 1 | 5
COc1ccc(NC(=O)Nc2sc(NS(=O)(=O)c3ccccc3)nc2C)cc1 | -7 | -3 | 5 | -4 | -9 | 3 | -9 | i | 33 | 1
O=C(NCc1ccc(Cl)cc1)c1cnn2ccccc12 | x | x | 4 | -1 | 28 | -2 | 36 | i | -19 | 5
c1ccc(-c2cnc(SCCN3CCOCC3)n2CC2CCCO2)cc1 (centres undefined) | 2 | -3 | 1 | -3 | -6 | x | -11 | i | x | -2

Additional compounds:
SMILES | HDAC3 inhib | GSK3 alpha inh | Platelet DG rel | HSP90 inh | HSF1 inhib | GSK3beta inhib | HSF-1 act | PolyA inh | AI-2 QS modul | DYRK1A inh
CCC(=O)Nc1nc(CC(=O)Nc2ccccc2)cs1 | 0 | 0 | -4 | -1 | -1 | -4 | -14 | i | 15 | 2
CCN(CC)CCCn1c2c(c(SCC(=O)Nc3ccc(OC(F)(F)F)cc3)nc1=O)CCC2 | 0 | 1 | 4 | x | -6 | -2 | 0 | i | 13 | 2
Cc1cc(C)c(NC(=O)CSc2nc3ncc(Cl)cc3[nH]2)c(C)c1 | 3 | -2 | -2 | 1 | 12 | 6 | -6 | i | 20 | -4
CCOC(=O)C1=C(C)Nc2ccc(C)cc2S1 | 11 | -6 | 0 | 0 | -11 | 3 | -15 | i | 18 | -4
COCCCNc1nc(-c2ccc(Cl)cc2)nc2ccccc12 | 12 | 5 | 3 | 9 | -9 | x | -14 | i | x | -2

Bioassay records (PubChem)
